High-throughput results as filed in PubChem BioAssay.
mouse EphA4 binding = inhibitors of EphA4 binding to KYL peptide, primary screen, biochemical, colorimetric, mouse EphA4 (AID 689). EphA4-AP binding to KYL peptide, pNPP A405; higher % means a stronger effect. 62,000 tested, 0.1% active. inhibition, % at 10 µM, or IC50 in µM where a hit was titrated; in the data active means a potency from the dose series; inactive means the rest, 99 in 100 with inhibition below about 22%
* = called active by the depositor; & = joins results of further samples. Some of the compounds tested; count on the stated rates, not on these rows.

SMILES | mouse EphA4 binding
O=C(O)CCC(=O)N1N=C(c2ccc(Br)cc2)CC1c1cccs1 (stereo not given) | -4.2%
CCSc1nc(O)cc(=O)n1-c1ccc(OC)cc1 | 7.1%
O=C(CCn1c(=O)[nH]c2ccccc2c1=O)N1CCN(c2ccc(Cl)cc2)CC1 | -1.7%
COC(=O)NCc1ccc(CNC(=O)OC)cc1 | -3.4%
CCN=C1SC(CC(=O)Nc2ccc(C(F)(F)F)cc2)C(=O)N1CC (stereo not given) | -9.8%
Cc1ccc(C)c(N(C)C(=O)c2coc(=O)c3ccccc23)c1 | -12.4%
Cc1noc(C)c1CSc1nnc(-c2ccccc2F)n1CCc1ccccc1 | -7.9%
CN1CCN(C(=O)c2ccc3c(c2)NC(=O)C(N2CCOCC2)S3)CC1 (stereo not given) | 7.6%
CCCOc1ccc(C2/C(=C(\O)c3c(C)[nH]c(C(=O)OC)c3C)C(=O)C(=O)N2CCN(C)C)cc1 (stereo not given) | -2.5%
Cc1ccc(-n2nc(C(=O)NCc3ccc(C)o3)c3c4ccccc4n(C)c3c2=O)cc1 | 3.7%
COCC(COCCCNC(=O)Nc1ccc(Br)cc1)OC (stereo not given) | 4.7%
COCCNC(=O)C(c1ccccc1C)N(CCOC)C(=O)Cn1nnc2ccccc21 (stereo not given) | -10.4%
Cc1occc1-c1nnc(SCC(=O)Nc2nc(-c3ccccc3)cs2)o1 | -15.8%
Cc1nonc1NC(=O)CSc1nc(C2CCCCC2)nc2ccccc12 | 14.3%
CSc1nnc2c(n1)OC(C)N(C(=O)c1ccccc1)c1ccccc1-2 (stereo not given) | -0.3%
CCN(CC)CCCN1C(=O)C(O)=C(C(=O)c2sc(C)nc2C)C1c1ccco1 (stereo not given) | 0.8%
c1ccc2[nH]c(NC3=NCCC3)nc2c1 | 8.9%
NC(N)=N/N=C/c1ccc(OCc2ccccc2)cc1 | -23.1%
CCOC(=O)/C(=C(/C)NCc1ccccc1)c1c(O)cc(Br)c(O)c1Br | 13.4%
Cc1ccc(OCc2nnc(NC(=O)C3CCCCC3)s2)cc1 | -9.9%
Nc1c(S(=O)(=O)c2ccccc2)c2nc3ccccc3nc2n1/N=C/c1cccc(O)c1 | -3.5%
Nc1nc(CN2CCN(c3ccccn3)CC2)nc(Nc2ccc(Cl)cc2)n1 | -1.3%
CC1CCN(C(=O)CN(c2ccc(Oc3ccccc3)cc2)S(C)(=O)=O)CC1 | -14.1%
COc1cc(C(C#N)N2CCOCC2)ccc1O (stereo not given) | 3.8%
CC1=C(C(=O)OC(C)C)C(c2ccc(Br)s2)NC(=O)N1 (stereo not given) | -6.0%
CC(=C/c1ccco1)/C=N/N1CCN(c2ccccc2)CC1 | -17.9%
COc1ccc2cc3cc(C(=O)Nc4ccccc4N4CCN(C)CC4)oc3nc2c1 | -24.6%
CCN(CC)CCNC(=O)C1c2cc(OC)c(OC)cc2C(=O)N2CCc3ccccc3C12 (stereo not given) | -5.4%
COC(=O)c1oc2ccccc2c1NC(=O)CN1CCCC1 | 4.2%
COc1ccc(Nc2cc(C(=O)NCCCN3CCN(C)CC3)c3ccccc3n2)cc1 | -13.9%
CCCOC(=O)c1[nH]c2c(c1C)C(=O)CC(c1cccs1)C2 (stereo not given) | -6.0%
O=C(Nc1ccc(O)cc1)c1cccc(Oc2ccc([N+](=O)[O-])cc2)c1 | -2.5%
Cc1c(NC(NC(=O)COc2ccccc2)C(Cl)(Cl)Cl)c(=O)n(-c2ccccc2)n1C (stereo not given) | -12.9%
CCn1c(SCC(=O)N2CCCc3ccccc32)nnc1-c1ccco1 | -3.9%
O=C(O)c1ccccc1SC1CC(=O)N(c2ccc(F)cc2)C1=O (stereo not given) | 5.2%
O=C(c1ccc(Cl)cc1Cl)C1(n2cncn2)Oc2ccccc2C1O (stereo not given) | -18.9%

Arranged by the number under mouse EphA4 binding (largest number first): 3 from the list above
SMILES | mouse EphA4 binding
COC(=O)c1oc2ccccc2c1NC(=O)CN1CCCC1 | 4.2%
CC1=C(C(=O)OC(C)C)C(c2ccc(Br)s2)NC(=O)N1 (stereo not given) | -6.0%
COc1ccc2cc3cc(C(=O)Nc4ccccc4N4CCN(C)CC4)oc3nc2c1 | -24.6%

Additional records:
SMILES | mouse EphA4 binding
Cc1ccc2nc(-c3ccccc3)cc(C(=O)N3CCc4ccccc4C3)c2c1 | -1.0%
CCCCNC(=O)c1sc(=S)n2c1[nH]c(=O)c1ccccc12 | 6.9%
CCn1nnnc1SCC(=O)NC1CCCC1 | -10.3%
Cc1ccc(OCC(=O)Nn2cnc3ccccc32)cc1 | 9.5%
C=COCCn1c(-c2nonc2N)nc2ccccc21 | 5.2%
CCCn1c(SCC(=O)N2CCCCC2)nnc1-c1ccco1 | -7.3%
N#Cc1nc(COc2ccc(Cl)cc2)oc1N1CCCC1 | -3.2%
O=c1[nH]c2cc3c(cc2cc1CN(Cc1ccccc1)Cc1nnnn1Cc1ccco1)OCCO3 | -4.9%
O=c1c(-c2cccs2)[n+]([O-])c2ccccc2n1O | 11.0%
O=C(Nc1ccc2c(c1)OCCO2)C1CCN(c2nnnn2-c2ccccc2)CC1 | 18.0%
Cn1c(=O)c2c(nc(N3CCOCC3)n2CCCNC2=NCCC2)n(C)c1=O | -7.3%
CN(c1ccccc1)S(=O)(=O)c1ccc(C(=O)Nc2nnc(-c3ccc(F)cc3)o2)cc1 | -7.7%
Cc1cc(NC(=O)CCC(=O)N(c2ccccc2)C(C(=O)NCC2CCCO2)c2cccnc2)no1 (stereo not given) | -4.8%
COc1cc(OC)c(OC)cc1CN1CCN(S(C)(=O)=O)CC1 | -2.4%
OCCn1c(SCCOc2ccccc2)nc2ccccc21 | -9.2%
c1ccc(Cn2ncc3c(NCc4ccco4)ncnc32)cc1 | -0.4%
N/C(=N\OC(=O)C1CCCCC1)c1cccc([N+](=O)[O-])c1 | 9.4%
COC(=O)CSc1nnc(CNC(=O)Cc2ccccc2)n1-c1ccccc1OC | 2.2%
Cc1nn(CCc2n[nH]c(=S)n2-c2ccc(F)c(Cl)c2)c(C)c1[N+](=O)[O-] | -12.4%
O=C1CC(c2ccc(Cl)c(Cl)c2)CC(O)=C1C=NCCN1CCNCC1 (stereo not given) | 3.0%
CC1(C)CC(=O)c2sc(NC(=O)C3CC3)nc2C1 | -9.5%
COc1ccc(OC)c2c1sc(=NC(=O)CN1C(=O)CCC1=O)n2C | -8.9%
O=C(Nc1ccccc1-c1nc2ccccc2s1)c1cccc(Cl)c1 | -10.1%
CCCC(C)NNC(=O)c1cc2ccccc2[nH]1 (stereo not given) | -4.1%
COC(=O)CN(C(C)=O)C(c1ccccc1)c1cc(Br)ccc1NC(=O)c1ccccc1Cl (stereo not given) | -5.6%
CCC(C)N(CCNC(=O)CC1Oc2ccccc2NC1=O)C1CCCCC1 (stereo not given) | -2.1%
Cc1cc(Cl)ccc1N=Cc1c(O)n(C)c(=O)n(C)c1=O | -7.1%
Cc1ccc(O)c(C2=NOC(O)(C(F)(F)F)C2)c1 (stereo not given) | -5.3%
COc1cc(CO)cc(Br)c1OCc1cccnc1 | 2.2%
CCOC(=O)C(CC)(CC)/C(C)=N/NC(=O)CC#N | -17.0%
COc1cc(N)ccc1-n1c(C)ccc1C | 2.2%
Cc1cc(OC(=O)c2ccc(Cl)cc2Cl)nc(C)n1 | -12.0%
COc1ccc(N2CCSC2c2ccco2)cc1 (stereo not given) | -5.9%
COc1ccc(C(O)(CNCc2ccccc2)c2ccc(Br)cc2)cc1 (stereo not given) | -3.5%
FCCCOc1ccc(-c2ccnc(-c3ccccc3)n2)cc1 | -2.3%
COc1ccc(/C=C/C(=O)Nc2cc(C)ccc2C)cc1 | -5.4%
O=C(CSc1ncnc2c1cnn2-c1ccccc1)Nc1ccc2c(c1)OCO2 | -9.4%
CCC(O)CNc1nc(-n2nc(C)cc2C)nc2sc3c(c12)CCCC3 (stereo not given) | -1.9%
Cc1ccc(N=Nc2c(=O)[nH]n3c(C)cc(C)nc23)cc1 | -18.2%
CCOC(=O)CC(C(=O)OCC)P(=O)(c1ccccc1)c1ccccc1 (stereo not given) | -2.4%
CCOc1ccc(NC(=O)CN(c2ccc(OC)cc2)S(C)(=O)=O)cc1 | 6.0%
O=C(CSc1nnnn1C1CCCC1)NCc1ccccc1 | -0.6%
Cc1nn(-c2ccccc2)c2sc(C(=O)c3c(N)n(C)c(=O)n(C)c3=O)cc12 | 1.3%
COc1ccc(S(=O)(=O)N2CCCC(C(=O)Nc3ccc(NC(=O)c4ccccn4)cc3)C2)cc1 (stereo not given) | -8.3%
Cc1ccc(C)c(-n2ccnc2SCC(=O)O)c1 | -4.6%
CN1CCN(CCCNC(=O)c2cc3c(-c4ccc(Cl)cc4)nn(C)c3s2)CC1 | 2.0%
O=C(NC1CCCCC1)C(c1ccco1)N(Cc1cccs1)C(=O)Cn1nnc2ccccc21 (stereo not given) | 2.2%
CCC(NC(=O)c1ccccc1NC(=O)c1ccco1)C(=O)NC1CCCCC1 (stereo not given) | 1.6%
CCOC(=O)c1c(NC(=O)c2nn3c(c2Cl)NC(c2cccs2)CC3C(F)(F)F)sc2c1CCC2 (stereo not given) | 4.2%
Cc1cc2ccccc2c(=O)n1CC(=O)NCC1COc2ccccc2O1 (stereo not given) | -12.0%
CCN(CC)CCOc1ccc2nc(N(C)C)sc2c1 | -6.3%
C=CCn1c(CCNC(=O)c2ccc(Cl)c(Cl)c2)nnc1SCCOc1ccc(OC)cc1 | -7.1%
COc1ccc(C(=O)NC2CCN(C(=S)Nc3cccc(C)c3C)CC2)cc1 | -3.8%
O=C(/C=C/c1ccco1)Nc1ccc(Br)cn1 | -3.4%
CCOC(=O)c1cc2c3ccccc3n(CC)c2nc1N | -2.3%
Cc1nc2cc3nc(C)sc3cc2s1 | -12.5%
Cc1cc(C)c2c(CC(=O)O)coc2c1 | -6.7%
COc1ccc(-c2nnn(CC(=O)N(Cc3ccccc3Cl)C(C(=O)NCC3CCCO3)c3ccco3)n2)cc1 (stereo not given) | -10.3%
CCOc1cccc2c1N(C(=O)c1ccc(OC)cc1)C(C)(C)C(=S)C2=C1SC(C(=O)OC)=C(C(=O)OC)S1 | -4.6%
CCC(=O)Nc1cc(=O)[nH]c2ncnn12 | -8.2%
Remaining list, next part:
SMILES | mouse EphA4 binding
CN(CC(=O)NCCN1CCN(c2ccccc2)CC1)S(=O)(=O)c1ccc2c(c1)CCC(=O)N2 | -31.4%
N#Cc1ccc(NC(=O)COC(=O)CNC(=O)C2CCCCC2)cc1 | -2.9%
CSc1ccc(C(C(C(=O)c2cccs2)N2CCOCC2)N2CCOCC2)cc1 (stereo not given) | -7.6%
O=C(Cn1nc(-c2ccc(Cl)cc2)ccc1=O)NCCN1CCOCC1 | -6.2%
O=C(NCc1ccco1)C1CC(=O)N(CCc2ccccc2)C1 (stereo not given) | 0.2%
CCOC(=O)c1cc(C(=O)c2cccs2)n2ccc(C(C)=O)cc12 | -5.9%
C=CCn1c(CCNC(=O)c2cccs2)nnc1SCC(=O)c1ccc(Br)cc1 | -27.6%
CCOC(=O)CSc1nc(N2CCOCC2)c2c(c1C#N)CC(C)(C)N(C)C2 | -18.5%
COC(=O)Cn1cccc1C(=O)c1ccccc1 | -4.1%
CC(C)Cn1c(-c2ccccc2)nc2ccccc2c1=O | -8.2%
CCn1c(SCC(=O)NCc2cccs2)nnc1-c1ccncc1 | -14.8%
Cc1c(C(=O)NCc2ccccc2Cl)oc2c1C(=O)CCC2 | -2.9%

In the list so far, 3 contain a nitro group on carbon:
SMILES | mouse EphA4 binding
O=C(Nc1ccc(O)cc1)c1cccc(Oc2ccc([N+](=O)[O-])cc2)c1 | -2.5%
N/C(=N\OC(=O)C1CCCCC1)c1cccc([N+](=O)[O-])c1 | 9.4%
Cc1nn(CCc2n[nH]c(=S)n2-c2ccc(F)c(Cl)c2)c(C)c1[N+](=O)[O-] | -12.4%

Part of the list above, reformatted:
| compound | mouse EphA4 binding |
| --- | --- |
| CC(=C/c1ccco1)/C=N/N1CCN(c2ccccc2)CC1 | -17.9% |
| CSc1nnc2c(n1)OC(C)N(C(=O)c1ccccc1)c1ccccc1-2 (stereo not given) | -0.3% |
| CCOC(=O)/C(=C(/C)NCc1ccccc1)c1c(O)cc(Br)c(O)c1Br | 13.4% |
| Cc1cc(OC(=O)c2ccc(Cl)cc2Cl)nc(C)n1 | -12.0% |
| COCCNC(=O)C(c1ccccc1C)N(CCOC)C(=O)Cn1nnc2ccccc21 (stereo not given) | -10.4% |
| CCSc1nc(O)cc(=O)n1-c1ccc(OC)cc1 | 7.1% |

(listing goes on)
SMILES | mouse EphA4 binding
COc1ccc2c(c1)C1NC(=S)NC(C)(O2)C1C(=O)Nc1ccccc1C (stereo not given) | -9.2%
O=C(CCSCc1ccccc1Cl)N1CCN(c2cccc(Cl)c2)CC1 | -4.7%
C=CCOc1ccc(Cl)cc1C=C1C(=O)NC(=O)NC1=O | 8.1%
O=C(NCCCN1CCOCC1)c1ccc(CS(=O)(=O)c2cccc(C(F)(F)F)c2)o1 | -0.7%
Nc1cc(N)c(OCC(F)(F)F)cc1OCC(F)(F)F | -5.2%
COc1ccc(C2OC34CCCCC3C(C#N)(C#N)C2(C#N)C(=N)O4)cc1 (stereo not given) | -15.9%
CN1CCN(Cc2cc(COCc3ccccc3)c3cccnc3c2O)CC1 | 12.7%
CC(C)(C)n1nnnc1C(c1cccc(C#N)c1)N1CCCc2ccccc21 (stereo not given) | -7.3%
COc1ccc(C(C)NC(=O)c2ccc(OC)c(OC)c2)cc1 (stereo not given) | -9.4%
CCOC(=O)C1(Nc2nccs2)Sc2ccccc2NC1=O (stereo not given) | -3.6%
O=C(CCS(=O)(=O)c1ccc(Br)s1)N1CCc2ccccc21 | -4.7%
O=C1Nc2cc(Cl)c(Cl)cc2N(O)N1c1ccc(Cl)c(Cl)c1 | -2.0%
Cc1cc(C)cc(-n2c(=O)c3sccc3n(CC(=O)NCc3ccco3)c2=O)c1 | 4.7%
O=C(Nc1ccc2oc(-c3ccccc3)nc2c1)c1ccc2c(c1)OCCO2 | -23.1%&3.1%
Cc1ccc(/C=N/NC(=O)C2CCN(Cc3ccc(F)cc3Cl)CC2)o1 | -7.9%
COc1ccc(CN(Cc2cccnc2)C(=S)NCCc2ccccc2)cc1OC | -1.8%
CCNc1nc(NCC)nc(Nn2cnnc2)n1 | 11.6%
O=S(=O)(Nc1ccc(Br)cn1)c1ccccc1 | -5.5%
C=CCSC1=N/C(=C\c2ccc(C)o2)C(=O)S1 | -5.0%
COc1cc(Sc2ccc(C)cc2)c(OC)cc1N | 6.1%
